hERG WT inh: qHTS for Inhibitors of KCHN2 3.1: Wildtype qHTS | Voltage-gated inwardly rectifying potassium channel KCNH2 (Homo sapiens), Q12809 | U2OS, BacMam KCNH2, thallium flux FluxOr; active compounds read low | activity change, % at 1.84 µM | hit rate 0.37% among 340,000;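 active = maximum activity change below -70%; inconclusive = maximum activity change between -70% and -50%; inactive = maximum activity change above -50%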; also: % is scaled to controls: 0 for no effect and ±100 for the full control effect
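U2OS cells were transduced with wild-type KCNH2 virus (2.03 x 10^8 / mL) for 4 h at room temperature, then cultured overnight at 37 C. Thallium flux was read with FluxOr dye. Rate constants were normalized to DMSO controls.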
GALK inhibitor: qHTS Assay for Inhibitors of Human Galactokinase (GALK); Purified GALK, Kinase-Glo residual ATP luminescence; Potency, µM (highest dose often 57.5 µM), inactives show at the highest dose activity change, negative = inhibition, hits mostly inhibitors; hit rate 0.007% among 270,000; AID 1868, 2009; also: potency is read from the fitted curve at half-maximal effect; % is scaled to controls: 0 for no effect and ±100 for the full control effect
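Kinase-Glo Plus luminescence measured ATP left after a 1 h room-temperature reaction. The reaction used 5 nM GALK, 100 uM galactose and 35 uM ATP at pH 8.0 (20 mM HEPES, 5 mM MgCl2, 60 mM NaCl, 1 mM DTT, 0.01% BSA).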
Menin MLL FP TR: qHTS Assay for Inhibitors Targeting the Menin-MLL Interaction in MLL Related Leukemias: Competition With Texas Red Labeled MLL-derived Mutant Peptide | O00255 | Menin + Texas Red MLL mutant peptide, fluorescence polarization | Potency, µM (series often up to 61.6 µM), inactives show top-dose FP activity change, negative = inhibition, hits mostly inhibitors | hit rate 0.23% among 270,000 | AID 1768, 2009; active = well fitted inhibition curve with a large enough effect in the polarisation, with a control signal flat, not every such curve was filed as active; inconclusive = small, poorly fitted or top-dose-only effect, or effect the other way, or a change in a side signal; inactive = no such curve, though single readings can be large or run the other way; the % refers to the polarisation; also: potency is read from the fitted curve at half-maximal effect; % of control where 0% means no effect; many of its hits are not listed in these tables
Target sequence (O00255 whole entry, looked up): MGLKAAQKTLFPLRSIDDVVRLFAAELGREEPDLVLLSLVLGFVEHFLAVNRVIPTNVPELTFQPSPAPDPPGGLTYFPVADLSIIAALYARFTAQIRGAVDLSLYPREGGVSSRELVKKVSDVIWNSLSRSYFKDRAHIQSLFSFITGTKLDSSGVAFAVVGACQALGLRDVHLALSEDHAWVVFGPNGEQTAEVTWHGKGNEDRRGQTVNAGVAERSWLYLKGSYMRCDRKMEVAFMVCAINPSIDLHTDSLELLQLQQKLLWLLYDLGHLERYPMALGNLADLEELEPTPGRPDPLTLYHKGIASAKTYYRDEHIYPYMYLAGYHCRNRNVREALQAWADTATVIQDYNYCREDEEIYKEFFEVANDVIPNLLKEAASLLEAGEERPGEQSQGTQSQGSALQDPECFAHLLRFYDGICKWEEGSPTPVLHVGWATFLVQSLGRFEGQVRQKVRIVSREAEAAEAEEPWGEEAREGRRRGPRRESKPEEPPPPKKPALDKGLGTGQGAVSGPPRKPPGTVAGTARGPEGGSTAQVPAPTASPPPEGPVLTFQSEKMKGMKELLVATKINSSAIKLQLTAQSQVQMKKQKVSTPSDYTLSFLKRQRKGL
S-ASM inh: Inhibitors of Secretory Acid Sphingomyelinase (S-ASM): qHTS; Sphingomyelin phosphodiesterase (Homo sapiens), P17405; Potency, µM (doses to about 57.5 µM), without a hit: at the top dose activity change, negative = inhibition, usual class: inhibitors; placental ASM, HMU-PC fluorogenic substrate, 60 min; hit rate 0.006% among 340,000; AID 504937, 2011; also: potency is read from the fitted curve at half-maximal effect
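Steps: dispense placental human ASM, pin compound, wait 10 min at room temperature, add HMU-PC0 substrate at 9 uM final, incubate 60 min at 37 °C, add stop solution raising pH to 10, read fluorescence.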
PKM2 activator: qHTS Assay for Activators of Human Muscle isoform 2 Pyruvate Kinase; Potency, µM (doses to about 57.5 µM), for inactives: at the top dose activation, usual class: activators; hit rate 0.34% among 260,000; Pyruvate kinase PKM (Homo sapiens), P14618; purified PKM2, Kinase-Glo ATP luminescence, activation; response scale: 0% is enzyme alone, no compound; also: potency is read from the fitted curve at half-maximal effect; % is scaled to controls: 0 for no effect and ±100 for the full control effect; nearly all actives have a fitted effect of over 55% in size
Target sequence (P14618 whole entry, looked up, canonical isoform): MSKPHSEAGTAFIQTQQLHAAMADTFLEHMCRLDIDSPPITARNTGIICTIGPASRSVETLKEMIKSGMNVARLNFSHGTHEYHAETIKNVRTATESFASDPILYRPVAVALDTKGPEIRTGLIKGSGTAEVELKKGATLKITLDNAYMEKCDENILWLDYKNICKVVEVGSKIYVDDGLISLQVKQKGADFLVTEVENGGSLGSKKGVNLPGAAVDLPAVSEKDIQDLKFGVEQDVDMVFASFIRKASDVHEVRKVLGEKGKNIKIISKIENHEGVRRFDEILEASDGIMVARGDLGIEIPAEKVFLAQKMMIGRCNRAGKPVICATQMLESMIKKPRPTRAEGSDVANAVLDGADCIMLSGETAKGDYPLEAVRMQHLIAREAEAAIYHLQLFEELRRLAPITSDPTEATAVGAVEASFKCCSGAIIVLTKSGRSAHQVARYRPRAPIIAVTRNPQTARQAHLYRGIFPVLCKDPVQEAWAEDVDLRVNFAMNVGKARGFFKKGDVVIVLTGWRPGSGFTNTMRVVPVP
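hPK-M2, >95% pure; 0.1 mM ADP / 0.5 mM PEP final; imidazole pH7.2 buffer w/ 7 mM MgCl2, 50 mM KCl; 1 h RT; Kinase-Glo lum. Intermediate enzyme activity for dual inhibitor/activator qHTS.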
MBNL1-CUG inh: qHTS Assay for Inhibitors of MBNL1-poly(CUG) RNA binding; TR-FRET MBNL1-His/biotin-(CUG)12 binding, 665/545 ratio; hit rate 0.036% among 280,000; Potency, µM (highest dose often 57.5 µM), without a hit: at the highest dose activity change, negative = inhibition, actives largely listed as inhibitors; active = well fitted inhibition curve with a large enough effect in the signal ratio, with a control signal flat, not every such curve was filed as active; inconclusive = small, poorly fitted or top-dose-only effect, or effect the other way, or a change in a side signal; inactive = no such curve, though single readings can be large or run the other way; the % refers to the signal ratio; also: potency is read from the fitted curve at half-maximal effect; % is scaled to controls: 0 for no effect and ±100 for the full control effect
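TR-FRET readout: Ex 340 nm, 665/545 nm emission ratio, normalized to buffer-only (basal) and MBNL1-(CUG)12 controls. Complex of MBNL1-His with Biotin-(CUG)12, compounds 92 nM–58 uM, incubated 60 min at room temperature.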
Mito fusion act: qHTS Assay for Small Molecule Inhibitors of Mitochondrial Division or Activators of Mitochondrial Fusion. hit rate 0.23% among 320,000. S. cerevisiae fusion-defective mutant growth rescue, CellTiterGlo 48 h. Potency, µM (doses to about 46.1 µM), without a hit: top-dose growth rescue (activation), actives largely listed as activators;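 also: potency is read from the fitted curve at half-maximal effect; % of control where 0% means no effect; nearly all actives have a fitted effect of over 45% in size; temperature-sensitive fusion mutants such as fzo1-1 at 37 °C on non-fermentable ethanol glycerol medium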
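S. cerevisiae fusion-defective temperature-sensitive mutants (e.g. fzo1-1, mgm1-5) grown 48 h at 37C in YPEG (ethanol/glycerol non-fermentable) medium with 23 nl compound per well; growth rescue read as CellTiterGlo luminescence.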
TSHR antag: Antagonists of the Thyroid Stimulating Hormone Receptor: HTS campaign; Thyrotropin receptor (Homo sapiens), P16473; TSHR-expressing cells, TSH-stimulated cAMP HTRF, 2 h; active compounds read low; activity change, negative = inhibition, % at 11.5 µM; hit rate 0.2% among 330,000;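 active = activity change below a set negative limit, meaning inhibition stronger than a set level, cut at about -70% in these data; inconclusive = activity change between two set negative limits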; also: % is scaled to controls: 0 for no effect and ±100 for the full control effect
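TSHR-expressing cells were treated with compounds, then stimulated with TSH at EC80 (4nM final) for 2 hours at 37 deg C. Cellular cAMP was measured by HTRF competition between lysate cAMP and cAMP-d2 for a cryptate-labelled anti-cAMP antibody.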
Eya2 phos inh: qHTS Assay for Inhibitors of the Phosphatase Activity of Eya2. AID 488837, 2010. recombinant Eya2, OMFP fluorescence dephosphorylation (OMFP is methylfluorescein phosphate). hit rate 0.006% among 330,000. Potency, µM (titrated, usually from 76.9 µM), inactives show top-dose activity, negative = inhibition, hits mostly inhibitors. Protein phosphatase EYA2 (Homo sapiens), O00167; also: potency is read from the fitted curve at half-maximal effect; % is scaled to controls: 0 for no effect and ±100 for the full control effect
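Eya2 protein (added as 0.2 uM solution) was preincubated with compound for 10 min at ambient temperature in 50 mM HEPES pH 7.5, 50 mM NaCl, 5 uM MgCl2, 0.05% BSA, 1 mM DTT. OMFP (added at 50 uM) then reacted 10 min; fluorescence read at 485/525 nm.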
USP2a block: qHTS Assay for Inhibitors of Ubiquitin-specific Protease USP2a Using CHOP2 as the Reporter. Ubiquitin carboxyl-terminal hydrolase 2 (Homo sapiens), O75604. USP2 core, Ub-CHOP2 coupled fluorogenic reporter, 485/531. Potency, µM (doses to about 38.3 µM), inactives show top-dose activity change, negative = inhibition, usual class: inhibitors. hit rate 0.01% among 330,000;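 also: potency is read from the fitted curve at half-maximal effect; plate controls were DMSO wells for no effect and full inhibition by NEM control for full effect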
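Cell-free coupled assay: 10nM USP2 core preincubated 30min RT with compound in Tris-HCl pH 8.0/CaCl2/CHAPS buffer, then 25nM Ub-CHOP2 and 25nM reporter substrate; fluorescence (Ex 485/Em 531) read after 60min RT, normalized to NEM inhibition, concentration-response curves fitted.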
Chronic BCR inh: qHTS Assay to Find Inhibitors of Chronic Active B-Cell Receptor Signaling; hit rate 0.05% among 340,000; Potency, µM (titrated, usually from 46.1 µM), without a hit: top-dose ratio change, negative = lower green/red ratio, most hits filed as inhibitors; ABC-DLBCL IkBa-CBG/CBR reporter, luminescence ratio, 4 h; active = well fitted inhibition curve with a large enough effect in the signal ratio, with a control signal flat, not every such curve was filed as active; inconclusive = small, poorly fitted or top-dose-only effect, or effect the other way, or a change in a side signal; the % refers to the signal ratio;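 also: potency is read from the fitted curve at half-maximal effect; plate controls were basal doxycycline-induced cells for no effect and cells given 10 µM MG132 for full effect; MG132 reads +100%, hits lower the ratio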
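Compounds up to 46 uM were incubated four hours with TMD8 cells whose green CBG68 luciferase is fused to IkappaBalpha; red CBR luminescence normalised the signal, and concentration-effect curves were fitted to fusion, red and ratio data.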
Numbers without * were called inactive; ? = inconclusive; . = not tested or not shown; [ ] = another dose, or the depositor's remark. Unless noted, calls follow the shape of the dose curve; as a rule, active = well fitted curve in the direction sought with a large enough effect; inconclusive = small, poorly fitted or top-dose-only effect, or another doubt; inactive = no such curve, though single readings can be large; an effect the other way counts as inactive or inconclusive. Only part of the results is shown. The share of hits here may be higher or lower than overall.

SMILES	hERG WT inh	GALK inhibitor	Menin MLL FP TR	S-ASM inh	PKM2 activator	MBNL1-CUG inh	Mito fusion act	TSHR antag	Eya2 phos inh	USP2a block	Chronic BCR inh
O=C(N/N=C/c1ccc(-c2ccc(Cl)c(C(=O)O)c2)o1)c1cc2c(ccc3ccccc32)o1	-4.9	.	.	495.1%[activator]	?	28.4%	5.0%	-26.1	-0.2%	?	?
COc1cccc(CNc2cnc3ccccc3c2)c1O	-6.7	-1.9%	-3.8%	219.4%[activator]	3.7%	?	1.1%	-28.1	-6.7%	-0.9%	11.1%
COc1cccc(NC(=O)CC2C(=O)NC3CCCCC3N2C(=O)c2ccc(F)cc2)c1 (configuration not stated)	2.9	-2.3%	.	-4.4%	0.9%	3.2%	-0.2%	-0.2	-11.7%	3.0%	?
CCOC(=O)N/N=C/c1ccc(F)cc1F	0.3	0.7%	4.5%	-0.1%	-4.7%	-13.0%	15.3%	-6.2	-0.2%	1.2%	0.3%
Cc1[nH]nc2c1C(c1cc(Br)cs1)C(C#N)=C(N)O2 (configuration not stated)	0.7	.	2.6%	3.7%	22.5%	36.6%[activator][11.5 µM]	-26.5%	-6.5	1.5%	0.7%	?
O=C(Nc1ccc2c(c1)OCCO2)c1ccccc1	-15.0	2.1%	0.1%	-0.1%	.	-3.8%	-20.0%	10.0	5.5%	-1.1%	?
CCS(=O)(=O)N1CCN(C(=O)c2ccco2)CC1	-1.6	-2.6%	-4.1%	-0.7%	0.9%	1.6%	-5.4%	-2.8	8.0%	0.2%	-1.3%
CC(C)(C)NC(=O)C(c1ccc(F)cc1)N(Cc1cccs1)C(=O)c1ccc(CN2CCOCC2)o1 (configuration not stated)	-1.0	8.7%	-5.4%	8.2%	-7.0%	-9.6%	4.6%	5.0	-9.1%	-0.3%	0.2%
CCOc1ccc(CCNC(=O)c2cc3c(s2)CS(=O)(=O)C3)cc1OCC	2.3	-5.8%	13.5%	-4.3%	.	-1.6%	4.5%	-3.8	-9.2%	3.2%	4.7%
COc1ccc(N2CCN(C(=O)CN(C)S(=O)(=O)c3cccs3)CC2)cc1	-3.5	0.7%	3.3%	-16.0%	3.5%	-2.0%	9.2%	11.7	-7.8%	1.3%	-3.8%
NC(=O)CSc1nnc(-c2ccccc2)c(-c2ccccc2)n1	0.8	-3.5%	-12.9%	-1.3%	.	?	0.1%	-13.4	-6.9%	1.2%	1.6%
O=C(c1ccccc1)c1nc[nH]c1C(=O)Nc1ccccc1	-15.5	8.2%	22.5%	-1.2%	-4.6%	15.3%	1.4%	-11.3	20.2%	3.3%	2.6%
CCC(C)c1ccc(NC(=S)NC(C)C2CCCO2)cc1 (configuration not stated)	5.9	0.4%	-13.7%	2.5%	10.4%	-7.3%	-3.9%	0.3	-3.5%	0.9%	-0.9%
CCOC(=O)c1c(C)[nH]c(C(=O)COC(=O)c2ccccn2)c1C	-10.0	1.6%	-23.4%	-1.7%	-1.1%	-8.6%	3.7%	4.8	-12.4%	0.6%	4.0%
Cc1cc(C)cc(Oc2ccc(S(=O)(=O)N3CCN(C)CC3)cn2)c1	-5.2	.	.	2.2%	.	.	-4.4%	-3.4	13.7%	1.4%	?
CCN(CC)S(=O)(=O)c1cccc(-c2n[nH]c(=S)n2/N=C/c2ccc(OC(F)F)cc2)c1	-0.1	-2.1%	?	-24.4%	-3.9%	1.6%	6.6%	-19.3	-11.3%	-5.5%	?
COc1cc(CNC(=O)c2cnc(C)cn2)cc(OC)c1	2.9	2.2%	-24.6%	4.3%	-1.3%	-10.7%	-2.8%	8.3	6.3%	-0.3%	0.4%
COc1ccccc1N1CCN(Cc2nc(N)nc(Nc3ccc(C)c(Cl)c3)n2)CC1	-7.1	0.1%	0.6%	-11.4%	5.8%	15.0%	9.3%	-6.1	-36.8%	1.0%	?
CCCc1cc(=O)[nH]c(SCC(=O)Nc2sc(C(N)=O)c(C)c2C(=O)OCCOC)n1	-7.4	.	.	1.1%	.	.	1.4%	-6.2	8.4%	2.9%	-2.4%
Cc1cccc(NC(=S)NC2CC3CCC(C2)N3Cc2ccco2)c1 (configuration not stated)	-21.3	.	-5.6%	2.1%	-5.8%	-12.7%	-5.4%	1.9	-7.9%	1.4%	-16.3%
COc1ccc(-n2c(SCC(=O)NCC3CCCO3)nc3c([nH]c4ccccc43)c2=O)cc1OC (configuration not stated)	-0.7	-7.2%	-17.1%	1.8%	-2.3%	?	-0.4%	17.3	-3.4%	-0.2%	-3.9%
COc1cccc(N(CC(=O)NCc2ccccc2)C(=O)CCC(=O)Nc2nccs2)c1	5.8	-2.9%	-4.9%	2.8%	-3.4%	-3.4%	0.1%	-9.8	-10.9%	0.7%	-17.0%
CCOC(=O)c1c(C)[nH]c(C)c1C(=O)COC(=O)c1cccnc1OCC	0.5	.	.	3.0%	.	.	.	.	-25.0%	3.0%	-11.1%
C[C@H](CO)N1C[C@H](C)[C@@H](CN(C)S(=O)(=O)c2ccc(F)cc2)Oc2c(NS(=O)(=O)c3ccc(F)cc3)cccc2C1=O	-31.1	.	.	3.8%	.	.	.	-4.1	-23.9%	-1.2%	0.2%
O=C(/C=C/c1ccc(Cl)cc1Cl)N1CCN(c2ccccc2[N+](=O)[O-])CC1	?	1.5%	7.8%	-10.9%	-0.7%	-18.4%	?	-15.9	-3.5%	-2.4%	5.5%
COc1ccc(-c2cc(C(=O)NC3CC3)c3ccccc3n2)cc1	-4.5	2.6%	.	-1.3%	.	22.3%	-27.6%	4.4	12.1%	0.9%	5.6%
CS(=O)(=O)N(Cc1ccccc1)c1ccc(C(=O)NC2CCCCC2O)cc1 (configuration not stated)	-0.3	1.5%	-1.1%	3.7%	-4.4%	-5.2%	-0.3%	-5.4	2.2%	-0.7%	-3.4%
Cc1ccccc1-n1c(C)nnc1SCC(=O)N1CC(=O)Nc2ccccc21	-13.8	4.7%	-5.8%	3.1%	0.1%	-7.2%	0.2%	-1.1	-5.7%	2.2%	-5.8%
CC1SC(=NC(=O)c2ccncc2)NC1=O (configuration not stated)	0.8	0.2%	0.0%	1.1%	0.6%	1.0%	0.3%	1.6	-3.6%	1.0%	0.0%
CCOc1ccccc1NC(=O)CSc1nnc(-c2ccccn2)n1Cc1ccco1	-1.3	3.8%	-18.9%	-3.1%	-10.3%	1.6%	?	20.6	2.3%	-11.7%	?
CCOc1ccccc1C1NC(=O)NC(C)=C1C(=O)OCc1ccccc1 (configuration not stated)	-0.9	-5.0%	?	1.0%	-4.3%	-1.7%	1.3%	-18.4	?	2.3%	-2.3%
CC(Oc1ccc(C#N)cc1)C(=O)c1ccc(F)c(F)c1 (configuration not stated)	0.2	-3.2%	11.6%	-1.8%	-1.5%	1.6%	21.9%	2.8	-3.1%	0.5%	?
CCN(C[C@H]1N[C@@](C)(C(=O)OC)[C@H]2C(=O)N(Cc3ccccc3)C(=O)[C@@H]12)C(=O)NC(C)C	0.3	.	.	1.9%	.	.	.	5.1	5.0%	1.9%	0.0%
COc1ccc(NC(=S)N2CCN(S(=O)(=O)c3ccccc3)CC2)cc1OC	-3.9	1.4%	-0.6%	2.3%	5.6%	-3.5%	-2.1%	0.2	-16.4%	2.8%	-0.3%
CC[C@]12c3[nH]c4ccccc4c3CCN1C(=O)C(CC(=O)NCc1ccco1)C[C@@H]2C(=O)N1CCN(C(=O)c2ccco2)CC1 (some centres not stated)	-6.7	.	.	0.8%	.	.	.	10.3	-16.2%	-1.2%	-1.0%
O=C(CC(C(=O)N1CCc2ccccc21)n1ccnc1)NCc1ccccc1 (configuration not stated)	7.0	-2.0%	5.5%	-4.5%	1.0%	-0.7%	-4.6%	-4.8	0.8%	5.1%	-0.3%

Screening data (PubChem)
